FEN1 inh: qHTS Assay for the Inhibitors of Human Flap endonuclease 1 (FEN1). 390,000 compounds, 0.35% hits. Recombinant FEN1 flap cleavage, fluorescence, 15 min. Potency, µM (titrated, usually from 114 µM), for the others: at the top dose activity change, negative = inhibition, hits mostly inhibitors. AID 588795, 2011. P39748; note: nearly all actives have a fitted effect of over 65% in size
Target sequence (P39748 whole entry, looked up): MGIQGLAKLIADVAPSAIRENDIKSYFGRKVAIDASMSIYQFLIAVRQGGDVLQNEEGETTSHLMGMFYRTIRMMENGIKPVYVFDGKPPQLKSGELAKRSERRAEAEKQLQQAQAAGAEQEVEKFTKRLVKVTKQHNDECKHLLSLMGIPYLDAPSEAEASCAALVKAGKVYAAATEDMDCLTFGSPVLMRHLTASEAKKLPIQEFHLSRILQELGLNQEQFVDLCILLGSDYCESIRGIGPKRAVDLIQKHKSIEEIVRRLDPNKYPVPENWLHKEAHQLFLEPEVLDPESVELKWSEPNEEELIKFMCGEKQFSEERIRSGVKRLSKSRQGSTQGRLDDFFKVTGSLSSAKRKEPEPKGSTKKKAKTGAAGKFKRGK
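Concentration–response screening of FEN1 (10 nM): 15 min compound preincubation at room temperature, reaction started with 50 nM substrate and read at 0 and 15 min. Corrected, normalized data were fitted by a four-parameter Hill equation.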
DT40 TDP1 CPT: qHTS for Inhibitors of human tyrosyl-DNA phosphodiesterase 1 (TDP1): qHTS in cells in presence of CPT; chicken DT40 Tdp1-/-;hTDP1 cells + 20 nM CPT, ATP luminescence, 48 h; Potency, µM (titrated, usually from 46.2 µM), inactives show at the highest dose activity change, negative = growth inhibition, hits mostly inhibitors; 420,000 compounds, 12% hits; note: nearly all actives have a fitted effect of over 55% in size
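Chicken DT40 Tdp1-/- cells complemented with human TDP1, 400 cells/well, exposed to compounds plus 20 nM camptothecin for at least 48 h at 37 C; viability read as ATP content by CellTiter-Glo luminescence.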
N370S GC mod: qHTS Assay for Inhibitors and Activators of N370S glucocerebrosidase as a Potential Chaperone Treatment of Gaucher Disease. AID 2101, 2009. Potency, µM (top dose mostly 59.4 µM), for the others: top-dose activity change, negative = inhibition, hits mostly inhibitors. Lysosomal acid glucosylceramidase (Homo sapiens), P04062. N370S GC spleen homogenate, 4MU-glucoside fluorescence. 330,000 compounds, 0.092% hits;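 note: 0% = full enzyme activity and -100% = no enzyme basal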
Starred values were filed as active, the others as inactive; ? = inconclusive; . = not tested or not shown; & = joins results of further samples; [ ] = another dose, or the depositor's remark. Calls come from the whole dose curve; as a rule, active = well fitted curve in the direction sought with a large enough effect; inconclusive = small, poorly fitted or top-dose-only effect, or another doubt; inactive = no such curve, though single readings can be large; an effect the other way counts as inactive or inconclusive. Unless noted, % is set by controls: 0 for no effect and ±100 for the full control effect; potency is the fitted concentration of half-maximal effect. Some of the compounds tested (hit frequency here may not be typical).

SMILES | FEN1 inh | DT40 TDP1 CPT | N370S GC mod
Cc1c(CC(C)C)nc(N)c(C#N)c1-c1ccccc1 | -10% | ? | 6%
O=C(COc1ncnc2ccccc12)c1ccc2c(c1)OCCO2 | 1% | 0% | -9%
CC1(CCc2ccccc2)NC(=O)N(CC(=O)N2CC(=O)Nc3ccccc32)C1=O (configuration not stated) | -14% | -11% | 12%
Cn1cnnc1SCC(=O)n1c2ccccc2c2ccccc21 | 8% | -10% | -1%
Cc1ccc(-n2[nH]c(C)c(C=Nc3ccc(C)cn3)c2=O)cc1 | 10% | 9.2µM* | -10%
CCCCN1C(=O)NC(c2cccc([N+](=O)[O-])c2)C(C(=O)OCC)=C1C (configuration not stated) | 8% | ? | .
COc1ccccc1CN1CC[C@@]2(CCCN(S(C)(=O)=O)C2)C1 | . | ? | -10%
CCCOc1cccc(C(=O)N(Cc2ccc(C)o2)C2CCS(=O)(=O)C2)c1 (configuration not stated) | -3% | ? | .
CC1(C)C(=O)N(c2ccccc2F)C(=O)c2ccccc21 | 13% | -3% | 0%
O=C(CN1CCN(c2ccccc2)CC1)Nc1cccc(C(F)(F)F)c1 | 1% | 1% | -5%
COc1ccc(C[C@@H]2OC3(C=CC(=O)C=C3)O[C@H]2Cc2ccc(OC)cc2)cc1 | -12% | 0.41µM* | .
CC1CCC(NC(=O)COC(=O)c2ccc3ncsc3c2)CC1 (configuration not stated) | 11% | 5% | .
CS(=O)(=O)c1ccc2nc(NC(=O)Nc3cccc(Cl)c3)sc2c1 | 5% | 16µM* | -4%
O=C(O)c1cccc(Nc2nc(N3CCOCC3)nc(N3CCOCC3)n2)c1 | 0% | ? | 1%
CCNc1ncc2nc(-c3cn(C)c4ccccc34)c(=O)n(Cc3ccc(F)cc3)c2n1 | . | -9% | -7%
COC(=O)C1C(=O)c2c([nH]c(C(=O)OCCOC(C)C)c2C)CC1C (configuration not stated) | 0% | 2% | .
Oc1csc(Cc2nc(-c3ccc(Br)cc3)cs2)n1 | 3% | -13% | -8%
CCNC(=S)N(CCc1c(C)[nH]c2ccc(OC)cc12)Cc1cccnc1 | -10% | 7% | -3%
CSc1ncc(C(=O)N2CCN(c3cc(C)ccc3C)CC2)c(C)n1 | -14% | 21µM* | .
COc1ccc(-c2cc3ccc(O)c(CN4CCCC4)c3oc2=O)cc1 | -11% | -6% | .
Cn1c(CSc2nc3ccccc3s2)nnc1SCC(=O)NCCN1CCOCC1 | -5% | -6% | -18%
O=C1c2ccccc2-c2onc3ccc(NCc4ccco4)c1c23 | 8.9µM* | ? | -3%
COc1cccc(CNS(=O)(=O)c2cc3c(cc2C)n(C)c(=O)c(=O)n3C)c1 | -7%&3% | 11%&3% | 4%
Cc1ccc(NC(=S)Nc2ccc3cn[nH]c3c2)c(C)c1 | 2% | 0% | -10%
COc1cc(CCC(=O)OCC(N)=O)cc(OC)c1OC | 0% | -9% | 1%
CC(=O)c1c(C)[nH]c(C(=O)CSc2nc3ccccc3c(=O)n2CCCO)c1C | -21% | ? | 5%
CCOCCCNC(=O)C(c1ccc(C)cc1)N(Cc1ccc2c(c1)OCO2)C(=O)c1ccc(NC(C)=O)cc1 (configuration not stated) | -19% | 15µM* | .
CN1C[C@@H]2[C@@H]3C(=O)N(Cc4ccccc4)C(=O)[C@@H]3[C@](Cc3ccccc3)(C1=O)N2C(=O)c1ccc(Cl)cc1 | 10% | ? | .
Clc1nccc2c1ccc1ccccc12 | ? | -13% | -5%&6%
C=CCNC(=O)Nc1ccc(F)c(Cl)c1 | 15% | -19% | -7%
O=C1CC2(CCN1)CCN(Cc1ccccc1)CC2 | -4% | -2% | .
Cc1csc(N(C(=O)CCNC(=O)c2ccc([N+](=O)[O-])cc2)c2ccccc2)n1 | -10% | ? | 8%
CCN1CCN(c2ccc(S(=O)(=O)N3CCOCC3)cc2N)CC1 | -4% | 17% | .
N/C(=N\OC(=O)c1ccc([N+](=O)[O-])cc1Cl)c1ccccn1 | -4% | -30% | -2%
O=C(O)c1ccc2c(c1)ncn2C1CCCCCC1 | 5% | -9% | 0%
COc1ccc(-c2cc(OC(=O)c3ccc(F)cc3)c3c(C)oc(C)c3c(=O)c2)cc1OC | 1% | 18µM* | .
Cc1c(/C=C2\SC(=O)N(CC(=O)Nc3ccc4c(c3)OCO4)C2=O)c2ccccc2n1C | -15% | ? | -3%
Cc1ccc(S(=O)(=O)NNC(=S)Nc2cccc(C)c2C)cc1 | -10% | -3% | 11%
c1coc(-c2nnc(-c3cccs3)o2)c1 | -15% | -7% | 5%
O=C1CCN(C(=S)NCCc2ccccc2)CC1 | -6% | 0% | 3%

Next section; it opens with the 3 that closed the last part.
SMILES | FEN1 inh | DT40 TDP1 CPT | N370S GC mod
Cc1ccc(S(=O)(=O)NNC(=S)Nc2cccc(C)c2C)cc1 | -10% | -3% | 11%
c1coc(-c2nnc(-c3cccs3)o2)c1 | -15% | -7% | 5%
O=C1CCN(C(=S)NCCc2ccccc2)CC1 | -6% | 0% | 3%
O=C(NCc1ccccc1)NCC12CC3CC(CC(C3)C1)C2 | 4% | ? | 13%
Cc1ccc(C(=O)Nc2cccc(C(F)(F)F)c2)cc1NC(=O)c1csc(-c2ccncc2)n1 | -6% | 6.5µM* | 3%
CC(C)[C@H]1CC[C@@H](C)C[C@H]1O | . | 31%[activator] | 0%
O=c1c2c3nc4ccccc4nc3n(CCN3CCOCC3)c2ncn1CCN1CCOCC1 | -4% | -21% | .
Cc1ccc(-n2[nH]c(=O)c(-c3ccccn3)c2C)cc1 | -8% | -1% | -22%
C=CCn1c(SCC#N)nc2sc(CC)cc2c1=O | -3% | ? | 1%
CCCCCCCCNCCS(=O)(=O)NCCCCCCCC | -24% | ? | .
Cc1ccc2nc(SCC(=O)Nc3ccc4[nH]c(=O)[nH]c4c3)[nH]c2c1 | -5% | 5% | -4%
Cc1csc(SCc2nnc(-c3ccc(Cl)cc3)o2)n1 | -4% | -2% | 7%
Cc1onc(-c2ccccc2Cl)c1C(=O)N1CCC(C(N)=O)CC1 | 15% | 8% | 0%
O=C(NC(c1ccccc1)c1ccccc1)C1CCCC1 | 1% | -1% | 8%
CC(=O)OC1CCC2C3CCC4=C(CC(F)C(=O)C4)C3CCC12C (configuration not stated) | -4% | ? | .
C#CCOCCOCCOCCNc1nc(N2CCN(C(=O)CCCCCCCCCCNC(=O)[C@H]([C@@H](C)CC)n3cc(CCCCN=C(N)N)nn3)CC2)nc(N2CCN(C(=O)CCCCCCCCCCNC(=O)[C@H](CO)n3cc(CCCSC)nn3)CC2)n1 | ? | 9.2µM* | ?
Cc1cc(C(=O)NNC(=O)Nc2cccc(C(F)(F)F)c2)no1 | -3% | 5% | 13%
O=C(Nc1cccnc1)c1ccc(Cl)cc1[N+](=O)[O-] | -2% | -2% | -3%
COc1nccnc1NS(=O)(=O)c1ccc(NC(=S)NC(=O)c2ccccc2F)cc1 | -2% | 3% | 3%
CC1=C(C)CS(=O)N(c2ccc(S(N)(=O)=O)cc2)C1 (configuration not stated) | -10% | 13µM* | 9%
O=C(CSc1ccccc1)Nc1cccnc1 | 7% | -28% | -1%
CC(C)(C)c1ccc(COn2ccnc2)cc1 | -11% | -23% | 17%
COc1ccc(S(=O)(=O)N2CCC(C(=O)N[C@@H](C)C(=O)NCc3ccncc3)CC2)cc1 | 20% | -4% | 22%

Quoted from the listing for reference:
SMILES | FEN1 inh | DT40 TDP1 CPT | N370S GC mod
CN1C[C@@H]2[C@@H]3C(=O)N(Cc4ccccc4)C(=O)[C@@H]3[C@](Cc3ccccc3)(C1=O)N2C(=O)c1ccc(Cl)cc1 | 10% | ? | .
Clc1nccc2c1ccc1ccccc12 | ? | -13% | -5%&6%

Additional compounds follow.
SMILES | FEN1 inh | DT40 TDP1 CPT | N370S GC mod
Cc1c(Cl)cccc1NC(=O)CSCc1cc(=O)[nH][nH]1 | 1% | -6% | -3%
Cc1ccc(S(=O)(=O)C(C#N)c2nc3ccccc3nc2N2CCCC2)cc1C (configuration not stated) | 15% | ? | 25%
Cc1c(-c2ccccc2)oc2c(C(=O)N3CCN(c4ccccc4F)CC3)cccc2c1=O | 5% | 21µM* | 1%
Cn1c(=O)c2c(ncn2CC(=O)N/N=C/c2cn[nH]c2-c2ccc(F)cc2)n(C)c1=O | 3% | -11% | -14%
C/C(CCC(C)C)=N\Nc1cc(C)c2ccccc2n1 | -2% | 10µM* | 11%
CCn1c(COc2ccc(C)cc2)nnc1SCC(=O)C(C)(C)C | 4% | -24% | 7%
CCNc1nc(Oc2ccc(C#N)cc2)cc(C(F)(F)F)n1 | 8% | -4% | -6%
Cc1cccc(NC(=O)c2c(N)sc3c2CCC(C)C3)c1 (configuration not stated) | -8% | ? | .
Cc1c(C(=O)c2ccc3c(c2)OCO3)ccc2c1OCO2 | -4% | ? | .
CC(=O)OC1CC(OC(C)=O)[C@]2(C)C(CC(OC(C)=O)[C@]3(C)C2CC[C@@]2(C)C(c4ccoc4)OC(=O)C4O[C@]432)C1(C)C (some centres not stated) | . | ? | ?

Some of the entries so far, with values under each structure.
Values run as follows: FEN1 inh	DT40 TDP1 CPT	N370S GC mod
CCn1c(COc2ccc(C)cc2)nnc1SCC(=O)C(C)(C)C
→ 4%	-24%	7%
CCNc1nc(Oc2ccc(C#N)cc2)cc(C(F)(F)F)n1
→ 8%	-4%	-6%
Cc1cccc(NC(=O)c2c(N)sc3c2CCC(C)C3)c1 (configuration not stated)
→ -8%	?	.
Cc1c(C(=O)c2ccc3c(c2)OCO3)ccc2c1OCO2
→ -4%	?	.

Remaining list, next part:
SMILES | FEN1 inh | DT40 TDP1 CPT | N370S GC mod
NC(N)=Nc1nc(C2COc3ccccc3O2)cs1 (configuration not stated) | -8% | ? | -15%
CCCC1(C(=O)OC)NC(c2cccc(F)c2)C2C(=O)N(CC)C(=O)C21 (configuration not stated) | -4% | -28% | 3%
COCCn1c(SCC(=O)Nc2ccc(NC(=O)c3ccco3)c(OC)c2)nc2ccccc2c1=O | -1% | 10% | -14%
O=C(NCC(c1ccc2c(c1)OCO2)N1CCN(c2ccc(F)cc2)CC1)c1cccc([N+](=O)[O-])c1 (configuration not stated) | 7% | 6.5µM* | .
O=C(Nc1ccc(S(=O)(=O)Nc2cnc3ccccc3n2)cc1)c1ccc(Cl)cc1Cl | 10% | -25% | .
CN1c2ccccc2N(C)C1c1c(O)ccc2ccccc12 | -4% | ? | ?
O=C(COC(=O)Cc1c(F)cccc1Cl)NCc1ccc2c(c1)OCO2 | -4% | 7% | .
Cc1nc2ccc(S(=O)(=O)NC(C(=O)NCc3ccc4c(c3)OCO4)C(C)C)cc2s1 (configuration not stated) | -9% | 3% | -1%
COc1ccc(-n2c(/C=C/c3cccc4ccccc34)nc3ccccc3c2=O)cc1OC | -8% | ? | .
CCN(CC)CC(O)CN1c2ccccc2Sc2ccccc21 (configuration not stated) | -8% | ? | -8%
COc1ccc(CNC(=O)COC(=O)CCCOc2ccc(Cl)cc2Cl)cc1OC | -12% | -6% | -1%
CCOc1cc(C)nc(NCc2ccccc2)n1 | -5% | 23µM* | -2%
COc1cccc(-n2nc(C(=O)NCC3CCCO3)c3ccccc3c2=O)c1 (configuration not stated) | 14% | -5% | -5%
COc1ccccc1NC(=O)/C=C/c1cc([N+](=O)[O-])ccc1OC(F)F | -2% | -5% | 6%
Cc1cccc(N(C(=O)c2csnn2)C(C(=O)NC2CCCCC2)c2ccncc2)c1 (configuration not stated) | -1% | -9% | -5%
O=c1[nH]c(CN2CCCCC2)nc2c1C1(CCCCC1)Cc1ccccc1-2 | -2% | 13µM* | -14%
Cc1cccc(NC(=S)N2CCC(C(=O)c3ccc(F)cc3)CC2)c1 | 0% | ? | .
CC(=O)c1cc(-c2ccccc2)n(CC(=O)NC2CCCCCC2)c1C | -3% | ? | .
O=C(O)c1ccccc1NCc1ccco1 | 2% | -19% | 4%
COc1ccc(CN2CCN(C(=O)c3ccco3)CC2)cc1OCc1ccccc1 | -2% | ? | -5%
Cc1cccn2c(=O)nc(SCC(=O)N3CCCC3)nc12 | 2% | 8% | -4%
Cc1cc(NC(=O)CSc2ncc(C(=O)Nc3ccccc3)c(=O)n2C)no1 | 17% | -3% | .
COc1ccccc1CNc1nc(-c2ccc3c(c2)OCO3)nc2ccccc12 | . | ? | 16µM*
O=C(Nc1ccccc1C(F)(F)F)c1noc2c1CCCC2 | 2% | ? | .
C/C(=C/Cc1c(O)cc2oc(C)cc(=O)c2c1O)COC1OC(CO)C(O)C(O)C1O (configuration not stated) | -12% | 1% | 1%
O=C(NC(=S)Nc1nc(-c2ccc(Cl)cc2)cs1)c1cccs1 | 10% | ? | 2%
Cc1ccc(S(=O)(=O)Nc2nc3ccccc3nc2Nc2cccc(S(=O)(=O)N3CCCC3)c2)cc1 | 37%[activator] | ? | 8%
COc1ccc(NC(=O)CN(c2cccc(C(F)(F)F)c2)S(C)(=O)=O)cc1OC | -19% | 2% | -9%
